GPR151 ag = activators of human GPR151, primary screen, cell-based, PathHunter beta-arrestin, luminescence | G-protein coupled receptor 151 (Homo sapiens), Q8TDV0 | PathHunter beta-arrestin GPR151 cells | activation, % at 11.2 µM | 650,000 tested, 1% active | AID 1508602, 2020; in the data active = activation above about 4.9%;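 note: 0% = median of compound wells and 100% = cells with positive control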
Target sequence (Q8TDV0 whole entry, looked up): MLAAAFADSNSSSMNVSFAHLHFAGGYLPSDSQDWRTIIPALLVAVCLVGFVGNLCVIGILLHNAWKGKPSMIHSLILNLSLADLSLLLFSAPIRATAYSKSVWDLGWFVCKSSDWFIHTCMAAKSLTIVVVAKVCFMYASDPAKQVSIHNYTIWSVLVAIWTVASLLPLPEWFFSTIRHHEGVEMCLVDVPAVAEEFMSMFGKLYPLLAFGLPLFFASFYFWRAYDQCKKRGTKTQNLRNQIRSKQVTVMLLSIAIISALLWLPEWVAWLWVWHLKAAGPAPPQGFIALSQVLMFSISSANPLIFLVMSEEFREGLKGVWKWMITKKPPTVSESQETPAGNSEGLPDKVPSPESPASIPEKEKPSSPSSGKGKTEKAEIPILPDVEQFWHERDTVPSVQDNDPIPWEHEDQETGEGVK
MITF inh = MITF inhibitors, primary screen, biochemical, AlphaScreen, human; AlphaScreen MITF homodimerization, bead proximity signal; Microphthalmia-associated transcription factor (Homo sapiens), O75030; AID 1259374, 2018; inhibition, % at 2.6 µM; 650,000 tested, 0.91% active; in the data active = inhibition above about 50%;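 note: 0% = vehicle wells with protein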
Target sequence (O75030 whole entry, looked up): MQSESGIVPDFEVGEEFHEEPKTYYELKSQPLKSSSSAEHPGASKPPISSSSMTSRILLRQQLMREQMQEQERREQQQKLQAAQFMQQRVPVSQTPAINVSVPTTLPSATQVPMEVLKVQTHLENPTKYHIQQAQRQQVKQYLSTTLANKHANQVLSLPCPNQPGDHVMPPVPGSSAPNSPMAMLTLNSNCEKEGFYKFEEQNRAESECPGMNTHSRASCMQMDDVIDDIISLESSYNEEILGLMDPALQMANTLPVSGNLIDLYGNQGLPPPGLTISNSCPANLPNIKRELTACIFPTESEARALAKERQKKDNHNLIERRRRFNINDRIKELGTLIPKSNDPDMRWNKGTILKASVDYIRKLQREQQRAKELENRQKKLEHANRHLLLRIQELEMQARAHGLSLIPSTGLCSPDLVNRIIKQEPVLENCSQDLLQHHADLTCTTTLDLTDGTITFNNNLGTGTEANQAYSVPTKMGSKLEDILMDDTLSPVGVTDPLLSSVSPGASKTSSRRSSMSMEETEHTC
TEAD-YAP inh = TEAD-YAP interaction inhibition, primary screen, TEAD-YAP interaction inhibitor project, luminescence, HEK-TIYL cells | TEAD-Gal4/YAP UAS-luciferase luminescence | inhibition, % at 9.12 µM | 640,000 tested, 1.4% active; in the data active = inhibition above about 32%;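 note: 0% = median of test compound wells and 100% = reference inhibitor wells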
FBW7 activator = FBW7 E3 ligase activators, primary screen, biochemical, AlphaScreen, human; AlphaScreen FBW7–phospho-cyclin E peptide binding, activator screen; AID 1259310, 2017; 650,000 tested, 0.13% active; F-box/WD repeat-containing protein 7 (Homo sapiens), Q969H0; normalized activity (activation), % at 26.1 µM; in the data active = normalized activity above about 1.9%;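 note: purified mutant Fbw7 with reduced substrate affinity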
Starred values were filed as active, the others as inactive; . = not tested or not shown; & = joins results of further samples.

SMILES | GPR151 ag | MITF inh | TEAD-YAP inh | FBW7 activator
O=C(Cc1ccccc1)N1CCN=C1SCc1ccc([N+](=O)[O-])cc1 | -0.3 | 2 | 11 | 0.1
O=C(CSc1ccc2nnc(-c3cccnc3)n2n1)N1CCCCC1c1ccc(F)cc1 (stereo not given) | -0.2 | -13 | 6 | 0.0
O=C1CCCC2=C1C(c1ccccc1)C1C(=O)c3ccccc3C1=N2 (stereo not given) | -0.5 | 12 | 15 | -0.1
Cc1cc(C(=O)OCC(=O)N2CCOCC2)c(C)o1 | 1.5 | -4 | -15 | -0.1
O=C(COc1ccc(Cl)cc1)NC1CC1 | 4.4 | -8 | -19 | 0.6
COc1cc(/C=C2/C(=N)N3OC(C)=CC3=NC2=O)cc(Cl)c1OC(=O)c1ccccc1 | 1.0 | 6 | 5 | 0.2
O=C1C(=O)N(C2CCCC2)C(=O)N1Cc1cc(=O)n2cc(Br)ccc2n1 | 0.0 | 10 | 5 | 0.3
CO[C@@H]1COC(=O)C/C=C/[C@@H](C)[C@H](OC)COC(=O)[C@H](C)NC(=O)C/C=C/[C@H]1C | 1.9&0.7 | -8&-8 | . | -0.1&0.1
CCCCN1C(=O)c2cccc3c(NC(=O)c4cc5ccccc5oc4=O)ccc1c23 | -0.6 | 2 | 0 | 0.3
O=C(c1ccccc1)N1N=C(c2ccccc2)CC1c1ccc2c(c1)OCO2 (stereo not given) | -0.3 | -9 | 5 | 0.0
COc1cccc(C(=O)N2CCN(S(C)(=O)=O)CC2)c1 | -1.2 | -7 | -2 | -0.1
COc1ccc(/C=C2/SC(N3CCCC3)=NC2=O)c(OC)c1 | -0.9 | 2 | -37 | 0.1
Cc1cc(=O)oc2c3c(ccc12)OCN(c1ccccc1Cl)C3 | 1.4 | -1 | -2 | -0.1
CCOC(=O)c1c(C)nn(-c2ccc(C)cc2)c1C | -2.1 | -5 | -95 | -0.1
Cc1nc(N2CCN(c3ccccn3)CC2)c2c(C)c(C(=O)Nc3ccc(F)cc3Cl)sc2n1 | 1.0 | -6 | -6 | 0.1
Cc1nc2cc(-c3ccccc3)nn2c(C)c1CC(=O)NC(C)C | -0.7 | 6 | -16 | -0.1
O=C(NCCCc1ccccc1)C1CCN(c2nnc(N3CCCC3=O)s2)CC1 | 0.2 | -7 | 7 | 0.0
COc1cc2nc(NC(=O)c3cccc(F)c3)sc2cc1OC | -0.9 | -19 | -36 | 0.0
COCCCNc1nc2cc(OC)c(OC)cc2c2nc(-c3ccccc3)nn12 | 0.9 | -4 | -22 | 0.0
COC(=O)c1ccccc1NC(=O)c1cnc(Nc2ccc(OC)cc2)c2ccccc12 | -0.1 | 17 | 3 | 0.2
COC(=O)COc1cc2oc(=O)c(Cl)c(C)c2cc1Cl | -0.1 | -2 | -7 | -0.3
Cc1ccc(N=C2SCC(=O)N2C)cc1 | -1.5 | 14 | 1 | -1.4
NC(=O)NC(CC(=O)N1CCc2ccccc2C1)c1ccc(Cl)cc1 (stereo not given) | -0.5 | 10 | 3 | 0.1
CCc1ccc(-c2nc(CSCC(=O)NCCN(C)C)c(C)o2)cc1 | -1.1 | 18 | 38* | 0.2
Cc1ccc(NCC(O)Cn2c3ccccc3c3ccccc32)cc1C (stereo not given) | -0.9 | 5 | -10 | -0.2
Cc1ccc(NC(=O)/C(C#N)=C\c2ccc(O)cc2)cc1 | 3.8 | -16 | -28 | 0.0
COc1ccccc1CNC(=O)[C@H](CCSC)N1Cc2ccccc2C1=O | -0.8 | 6 | 9 | 0.1
CC1CC(c2ccccc2)n2ncnc2N1 (stereo not given) | 1.4 | -5 | 6 | -0.1
CC(C)N(CCNc1nc(N2CCN(Cc3ccc4c(c3)OCO4)CC2)nc2c1ncn2Cc1ccc(C(F)(F)F)cc1)C(C)C | 1.1 | -4 | 0 | -0.2
COC(=O)c1ccc(CNC2CCCN(c3nc(C)c4ccc(C)cc4n3)CC2)cc1 (stereo not given) | -1.3 | -20 | -10 | 0.2
COCCNC(=O)C1CCCN(Cc2nc(-c3cccc(Cl)c3)oc2C)C1 (stereo not given) | 0.7 | 14 | -15 | 0.2
CC(C)c1ccc(NC(=O)C2C3C=CC4(O3)C2C(=O)N(CCc2ccccc2)C4C(=O)NC2CCCC(C)C2C)cc1 (stereo not given) | -0.7 | -6 | -3 | -0.1
CC(=O)Nc1ccc(-n2c(C)cc(/C=C(/C#N)C(=O)Nc3ccc(Cl)cc3)c2C)cc1 | 3.4 | -4 | -30 | -0.1
CCc1c(C)nc2nc(CC(=O)O)[nH]n2c1=O | 1.2 | 17 | 4 | 0.0
COc1ccc(C(=O)Nc2ccc3scnc3c2)cc1 | -5.9 | -3 | 2 | -0.1
COCc1cc(C)nc(SCC(=O)Nc2cccc(C)c2)c1C#N | 0.8 | 5 | -2 | -0.1

In another format: results already given
Every second line gives: GPR151 ag | MITF inh | TEAD-YAP inh | FBW7 activator
- Cc1ccc(NC(=O)/C(C#N)=C\c2ccc(O)cc2)cc1
  3.8 | -16 | -28 | 0.0
- COc1ccccc1CNC(=O)[C@H](CCSC)N1Cc2ccccc2C1=O
  -0.8 | 6 | 9 | 0.1

Among those listed so far, eight contain a Cl atom:
SMILES | GPR151 ag | MITF inh | TEAD-YAP inh | FBW7 activator
O=C(COc1ccc(Cl)cc1)NC1CC1 | 4.4 | -8 | -19 | 0.6
COc1cc(/C=C2/C(=N)N3OC(C)=CC3=NC2=O)cc(Cl)c1OC(=O)c1ccccc1 | 1.0 | 6 | 5 | 0.2
Cc1cc(=O)oc2c3c(ccc12)OCN(c1ccccc1Cl)C3 | 1.4 | -1 | -2 | -0.1
Cc1nc(N2CCN(c3ccccn3)CC2)c2c(C)c(C(=O)Nc3ccc(F)cc3Cl)sc2n1 | 1.0 | -6 | -6 | 0.1
COC(=O)COc1cc2oc(=O)c(Cl)c(C)c2cc1Cl | -0.1 | -2 | -7 | -0.3
NC(=O)NC(CC(=O)N1CCc2ccccc2C1)c1ccc(Cl)cc1 (stereo not given) | -0.5 | 10 | 3 | 0.1
COCCNC(=O)C1CCCN(Cc2nc(-c3cccc(Cl)c3)oc2C)C1 (stereo not given) | 0.7 | 14 | -15 | 0.2
CC(=O)Nc1ccc(-n2c(C)cc(/C=C(/C#N)C(=O)Nc3ccc(Cl)cc3)c2C)cc1 | 3.4 | -4 | -30 | -0.1

Following part
SMILES | GPR151 ag | MITF inh | TEAD-YAP inh | FBW7 activator
COC(=O)C1=C(C)N(C)C(=O)/C1=C\c1cc(C)n(-c2ccc(Br)cc2)c1C | 0.9 | -6 | -6 | -0.1
CCCSc1nc2sc3c(c2c(=O)n1CCc1ccccc1)CC(C)(C)OC3 | 0.7 | 3 | 10 | 0.1
Cc1ccc(-c2c(C(=O)NCC3CCCO3)oc(=O)c3ccccc23)cc1 (stereo not given) | 0.2 | -15 | -9 | 0.0
CCOC(=O)c1cnn(-c2ccccc2)c1NC(=O)CSC1=NC(=O)C(c2ccccc2)C(=O)N1 (stereo not given) | 1.3 | -1 | 0 | 0.0
CC(C)(C)C(=O)CN1CCN(CC(=O)Nc2ccc(Br)cc2)CC1 | -0.7 | 2 | -10 | -0.2
CCOC(=O)/C(N=Nc1ccc2c(c1)OCCO2)=C(\O)C(F)(F)F | -0.6 | 13 | -16 | -0.1
COc1ccc(C(C)C)cc1-c1cnn2ccc(NCc3cccnc3)nc12 | -0.8 | 11 | 3 | 1.1
Nc1nnc(SCC(=O)OCC(=O)c2ccccc2)s1 | 1.5 | -2 | -12 | -0.1
CC1CCN(c2cc(N3CCN(C(=O)c4cccc(F)c4F)CC3)c([N+](=O)[O-])cc2F)CC1 | 0.9 | 14 | 9 | 0.2
COc1ccc(CC(=O)N2CCN(c3cccc(Cl)c3)CC2)cc1 | 0.4 | 9 | -1 | -0.1
Cc1ccc(S(=O)(=O)N(C)c2cc(S(=O)(=O)N3CCC(C)CC3)c(C)cc2C)cc1 | 0.7 | -12 | -6 | -0.2
CCOc1ccccc1C(=O)N(CC)Cc1cc2ccccc2[nH]c1=O | 0.7 | -9 | -7 | 0.1
CC(C)Oc1ccccc1OCCNCc1ccco1 | 0.7 | 41 | -1 | 0.0
Clc1cccc(Cl)c1-c1nnc2cccc(Cl)n12 | -0.6 | 19 | 1 | -0.1
NS(=O)(=O)c1ccc(CCNC(=S)Nc2ccccc2F)cc1 | 1.9 | -9 | 0 | -0.3
COC(=O)c1ccc(CN2CCN(Cc3ccc4c(c3)OCO4)CC2)cc1 | 0.3 | 56* | 2 | 0.0
Cc1ccc(/C=N/n2cnnc2)c(C)c1 | -0.3 | 11 | 8 | 0.0
CCCCSc1nc2[nH]ncc2c(=O)[nH]1 | 1.1 | 1 | -5 | -0.1
Cn1cnc2c(=O)[nH]cc([N+](=O)[O-])c21 | 0.3 | 4 | 3 | -0.1
Fc1cccc(Nc2ncnc3ccccc23)c1 | -0.3 | 5 | 4 | -0.1
COc1ccc(-c2cc(C)nc(SCC(=O)Nc3ccccc3)n2)cc1 | -1.1 | -12 | -6 | 0.0
CC(=O)Nc1cccc[n+]1Cc1ccccc1 | -1.5 | 1 | -2 | 0.0
Cc1ccc(NC(=O)/C(C#N)=C/c2ccc(OCC(N)=O)cc2)cc1Cl | -0.6 | -2 | -9 | 0.1
CC(=O)N/N=C(\C)CC(=O)Nc1ccc(Cl)c(Cl)c1 | 1.3 | 7 | 12 | 0.2
COc1ccc(-c2ncc(C(N)=O)s2)cn1 | -5.0 | 7 | -5 | -0.1
O=C(NCC1CCC2(CCN(Cc3ccccc3O)CC2)O1)c1ccco1 (stereo not given) | -1.3 | -10 | 2 | 0.0
CC1CCCC(C)N1C(=O)COC(=O)C1CCCCC1 (stereo not given) | -0.7 | 8 | -1 | 0.5
O=C(N/N=C/C1CC=CCC1)c1cccc([N+](=O)[O-])c1 (stereo not given) | 1.8 | -6 | 4 | 0.0
Cc1cccc(Nc2nc(Cl)nc(Nc3cccc(C)c3)n2)c1 | 0.4 | 8 | -1 | -0.1
Cc1ccccc1C(=O)NCCSc1ccccn1 | -1.3 | -2 | -59 | 0.0
O=C(Nc1ccc(O)c(-c2nc3ccccc3s2)c1)c1ccc(S(=O)(=O)N2CCCCC2)cc1 | -0.4 | -11 | 0 | 0.1
COc1ccc(NC(=O)COc2ccc(Cl)cc2)cc1Cl | -0.1 | 9 | -8 | -0.1
O=C(O)c1ccc(Oc2ccc(C(=O)O)c(C(=O)O)c2)cc1 | 0.7 | 12 | 7 | -0.1
CCOc1cc2c(cc1/C=C1/SC(=O)N(C(C)CC)C1=O)OCO2 (stereo not given) | -0.8 | 8 | 1 | 0.5
CSCC(=O)Nc1ccc(C(C)C)cc1 | 1.0 | 6 | -25 | -0.2
O=C1C(=O)N(CN2N=C(c3ccc(Br)cc3)CC2c2ccc(F)cc2)c2ccc(Br)cc21 (stereo not given) | 0.7 | 6 | -2 | -0.3
O=C(Nc1ccc2oc(-c3ccccc3Br)nc2c1)c1cccc([N+](=O)[O-])c1 | -0.9 | -1 | 1 | 0.1
COc1cccc(C2=N/C(=C/c3ccccc3OC)C(=O)N2c2ccc(OC)c(OC)c2)c1 | -1.0 | -8 | -6 | 0.0
Cc1nc2sccn2c1-c1nnc(SCc2c(F)cccc2Cl)n1C | 0.4 | 14 | 0 | 0.0
CC(C)(C)OC(=O)N1CCC(OCc2nc(-c3ccncc3)no2)CC1 | 0.9 | -1 | . | .
O=C(CN1CCCC1)Nc1c2c(nc3c1CCC3)CCC2 | 0.0 | 76* | 0 | -0.5
O=C(Cn1c2ccccc2c2cn[nH]c(=O)c21)NCCCN1CCc2ccccc2C1 | -0.2 | -11 | 2 | -0.1
CCCCN(CC)CCCn1cnc2c([nH]c3ccccc32)c1=O | -2.2 | 13 | 1 | 0.2
COc1ccccc1Cn1c(=S)[nH]c2cc(C(=O)N3CCCCC3)ccc2c1=O | -0.5 | 16 | 10 | 0.9
O=C(Cc1cccs1)NNc1c(F)c(F)cc(F)c1F | -0.6 | 10 | 5 | 0.1
CCNC(=S)N1CCN(CCN=C(C)c2c(C(F)(F)F)[nH]n(-c3nc4ccccc4s3)c2=O)CC1 | -7.8 | 1 | 1 | 0.0
C=CCOc1ccc(/C=C(\C#N)c2[nH]nc(N)c2C#N)cc1OC | 1.6 | -11 | -6 | 0.2
CC(=O)c1cccc(NC(=O)c2cccc(S(=O)(=O)N3CCOCC3)c2)c1 | 1.0 | -4 | 4 | -0.1
O=C1OC(c2ccc([N+](=O)[O-])cc2Cl)=N/C1=C\c1cccc(Cl)c1 | 0.8 | -3 | -3 | 0.0
CN(C)C(=O)Cn1nc2n(C)c3ccccc3n2c1=O | -0.7 | 5 | 1 | 0.8
Cc1ccc(OCC(=O)NNC(=O)c2cc(Cl)ccc2O)c(C)c1 | 1.2 | -7 | 8 | -0.6
Nc1c(C(=O)NCc2ccco2)nnn1-c1ccc2c(c1)OCCO2 | -0.5 | -5 | -46 | -0.1
CN(C)CCNC(=O)c1ccc2c(c1)OCCO2 | 0.0 | 19 | -12 | 0.0
O=C(CCN1C(=O)C2C3C=CC(C3)C2C1=O)Nc1ccc(F)cc1 (stereo not given) | -0.6 | -17 | -9 | 0.1
Cc1cc(C(=O)Nc2ccc(-c3nc4ccccc4o3)c(O)c2)ccc1[N+](=O)[O-] | 1.3 | -1 | -9 | 0.0
Cc1ccc2oc(-c3ccc(C)c(NC(=O)c4ccc(Cl)c([N+](=O)[O-])c4)c3)nc2c1 | -1.5 | 15 | 1 | 1.1
CC(=O)c1cc2c(C)cc(=O)oc2c(C)c1O | 0.6 | 6 | 0 | -0.1
COc1ccc(CNC(=O)CC2C(=O)NCCN2Cc2ccc(-c3ccccc3)cc2)cc1 (stereo not given) | 2.2 | -2 | 13 | 0.0
